Screens deposited in PubChem BioAssay by National Center for Advancing Translational Sciences (NCATS).
ERK AVP inh: blocks ERK signaling stimulated by vasopressin. HEK293-V1b, vasopressin-stimulated pERK AlphaScreen. Potency, µM (titrated, usually from 57.5 µM), without a hit: top-dose activity, negative = inhibition, most hits filed as inhibitors. hit rate 0.99% among 72,000; note: potency is the fitted concentration of half-maximal effect; % is set by controls: 0 for no effect and ±100 for the full control effect; nearly all actives have a fitted effect of over 55% in size
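qHTS, compounds titrated on V1b-expressing HEK293 cells. Preincubation 30 min at 37C, vasopressin 25 nM for 5 min, lysis 10 min, bead incubation 5 hr at room temperature.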
CRE Fsk mod: modulators of forskolin-stimulated CRE signaling in CHO cells; CHO CRE-bla reporter (cAMP response element driving beta-lactamase), forskolin EC10, beta-lactamase ratio; Potency, µM (series often up to 38.2 µM), for the others: at the highest dose activity change, negative = inhibition, most hits filed as activators; hit rate 2.5% among 71,000; AID 662; active = well fitted activation curve with a large enough effect in the signal ratio, with a control signal flat, not every such curve was filed as active; inconclusive = small, poorly fitted or top-dose-only effect, or effect the other way, or a change in a side signal; the % refers to the signal ratio; note: potency is the fitted concentration of half-maximal effect; % of control where 0% means no effect
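Modulation of forskolin signalling: compounds in titration series added with EC10 NKH 477 to CHO cells carrying a CRE-driven beta-lactamase reporter, 3 h, 37C. CCF4 FRET ratio (460/530 nm, ex 405 nm) gives %activity and AC50.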
4-MU autofl: compound fluoresces in the 4-MU spectral region; compound autofluorescence, 340/450 nm, 4-MU equivalents; hits give high values; max dye-equivalent concentration, M; hit rate 11% among 59,000; AID 589; in the data active = max dye-equivalent concentration above about 10 nM; inconclusive = mostly about 1.1 nM to 9.6 nM
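Compounds in 100 mM Tris, pH 8.0, sat 15 min at room temperature before fluorescence was read at 340 nm excitation/450 nm emission; a per-plate six-point 4-MU standard curve converted signals to dye-equivalent concentration at each compound concentration.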
Hsp90 Hop PPI: changes Hsp90-Hop TPR2A binding signal, up or down. AlphaScreen TPR2A-His6 binding biotin-Hsp90 C-terminal peptide. Potency, µM (series often up to 57 µM), for the others: top-dose activity change, negative = inhibition. hit rate 0.44% among 71,000. AID 595; active = well fitted curve in either direction with a large enough effect; inconclusive = small, poorly fitted or top-dose-only effect, or another doubt; note: potency is the fitted concentration of half-maximal effect; % is set by controls: 0 for no effect and ±100 for the full control effect; many of its hits are not listed in these tables
Fluorescein autfl: compound fluoresces in the fluorescein spectral region; hit rate 0.91% among 59,000; Compound autofluorescence, 480/540 nm, fluorescein-equivalent; hits give high values; AID 593; max fluorescein-equivalent concentration, M; in the data active = max fluorescein-equivalent concentration above about 10 nM; inconclusive = between about 1.1 nM and that limit
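Normalized response (dye-equivalent concentration) derives from comparing each well's 540 nm emission, under 480 nm excitation, with plate-resident fluorescein standards. Compounds were held in 100 mM Tris, pH 8.0, for 15 min at room temperature.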
TexasRed autofl: compound fluoresces in the Texas Red spectral region; Compound fluorescence, Texas Red channel, 547/618 nm; hits give high values; max dye-equivalent concentration, M; hit rate 0.06% among 59,000; AID 587; in the data active = max dye-equivalent concentration above about 10 nM; inconclusive = between about 1.1 nM and that limit
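Pin-transferred compounds and Texas Red standards go into 100 mM Tris buffer, pH 8.0. After 15 min at room temperature, plates are imaged with 547/618 nm filters. Each value is a dye-equivalent concentration derived from the per-plate dye curve.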
Luciferase inh: firefly luciferase inhibition | Potency, µM (highest dose often 57.1 µM), without a hit: at the highest dose activity change, negative = inhibition, usual class: inhibitors | purified firefly luciferase, luminescence, 8 min | P08659 | hit rate 2.2% among 72,000; note: potency is the fitted concentration of half-maximal effect; % is set by controls: 0 for no effect and ±100 for the full control effect; nearly all actives have a fitted effect of over 40% in size
Target sequence (P08659 whole entry, looked up): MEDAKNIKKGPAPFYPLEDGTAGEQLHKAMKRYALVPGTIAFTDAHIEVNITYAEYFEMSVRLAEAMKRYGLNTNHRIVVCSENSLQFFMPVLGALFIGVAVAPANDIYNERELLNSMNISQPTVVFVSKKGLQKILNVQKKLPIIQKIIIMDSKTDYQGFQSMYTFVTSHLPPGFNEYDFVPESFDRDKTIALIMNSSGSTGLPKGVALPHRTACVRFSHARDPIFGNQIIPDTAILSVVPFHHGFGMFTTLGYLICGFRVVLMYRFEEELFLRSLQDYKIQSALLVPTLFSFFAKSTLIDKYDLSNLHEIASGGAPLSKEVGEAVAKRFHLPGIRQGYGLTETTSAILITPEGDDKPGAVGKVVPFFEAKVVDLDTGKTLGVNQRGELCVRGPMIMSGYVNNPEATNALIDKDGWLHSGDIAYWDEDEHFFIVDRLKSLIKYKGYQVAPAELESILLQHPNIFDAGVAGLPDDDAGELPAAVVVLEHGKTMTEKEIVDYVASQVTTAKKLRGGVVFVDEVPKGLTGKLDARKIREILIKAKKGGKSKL
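qHTS concentration-response profiling: light output of P. pyralis luciferase with luciferin and 10 uM ATP, imidazole buffer pH 7.2. Read by luminescence after 8-min room-temperature incubation.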
UbGFP stabilizer: proteasome inhibitors stabilizing ubiquitin-GFP reporter. Ubiquitin-GFP reporter cells, proteasome inhibition, GFP fluorescence; response scale: untreated = 0%, 10 µM MG-132 = 100%. Potency, µM (top dose mostly 45.9 µM), for the others: at the top dose activation (GFP accumulation), actives largely listed as activators. 67,000 tested, under 10 active; active = well fitted activation curve with a large enough effect, not every such curve was filed as active; inconclusive = small, poorly fitted or top-dose-only effect, or another doubt; inactive = no such curve, though single readings can be large or run the other way; note: potency is the fitted concentration of half-maximal effect
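U2OS Ub(G76V)-GFP reporter; O/N plating, 0.5% FBS; cpd 46 uM–2.9 nM, 4 h, 37 °C; GFP+ cell count, 488/515 nm; norm. to basal vs 10 uM MG-132; CRC fit.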
A350 autofl: A350 region autofluorescence. Compound autofluorescence, 340/450 nm, Alexa 350 dye-equivalents; hits give high values. max dye-equivalent concentration, M. hit rate 11% among 59,000; in the data active = max dye-equivalent concentration above about 10 nM; inconclusive = mostly about 1.1 nM to 9.6 nM
HBB splicing: hemoglobin beta splicing modulation; Potency, µM (top dose mostly 46.1 µM), inactives show at the highest dose activation, hits mostly activators; hit rate 0.06% among 65,000; HBB splicing reporter cell assay, activation; EGFP reporter with mutant IVS2-654 intron; response scale: normalised to 500 nM splice-correcting PNA; note: potency is the fitted concentration of half-maximal effect; 0% is about no effect
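HeLa cells stably expressing EGFP interrupted by mutant beta-globin intron 2 (IVS2-654), 500/well in 2% FCS. Treated with compound for 2 days at 37C. Splicing correction scored as total well GFP intensity (488 nm excitation, 500-520 nm emission); 500 nM antisense PNA served as control.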
Epigenetic mod: derepresses silenced GFP locus in mouse C127i cells | hit rate 0.09% among 68,000 | mouse C127i GFP locus derepression, cytometry, 30 h | Potency, µM (doses to about 46.1 µM), for inactives: top-dose GFP derepression (activation); note: % of control where 0% means no effect
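Read-out is the number of GFP-positive cells, scored as fluorescent objects 20 to 120 um wide, reflecting derepression of a silenced CMV-GFP reporter in murine C127i cells after 30 h compound exposure at 37 C.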
Numbers without * were called inactive; i = inactive; ? = inconclusive; . = no result given; & = joins results of further samples; [ ] = remark or other dose. Unless noted, calls come from the whole dose curve; as a rule, active = well fitted curve in the direction sought with a large enough effect; inconclusive = small, poorly fitted or top-dose-only effect, or another doubt; inactive = no such curve, though single readings can be large; an effect the other way counts as inactive or inconclusive.

entry	Molecule	ERK AVP inh	CRE Fsk mod	4-MU autofl	Hsp90 Hop PPI	Fluorescein autfl	TexasRed autofl	Luciferase inh	UbGFP stabilizer	A350 autofl	HBB splicing	Epigenetic mod
1	CCOC(=O)c1ccc(NC2c3ncccc3C(=O)N2Cc2ccc(F)cc2)cc1 (stereo unspecified)	-10%	?	i	-6%	i	?	2%	12%	i	-0.4%	1%
2	c1ccc2[nH]c(SN3CCOCC3)nc2c1	24%	6%	i	-2%	i	i	0%	-6%	i	-0.3%	0%
3	CS(=O)(=O)N1CCc2cc(S(=O)(=O)Nc3ccc4c(c3)OCCO4)ccc21	-21%	8%	i	0%	i	?	1%	-10%	i	0.7%	0%
4	O=C(O)COc1ccc2c(c1)OCCO2	-14%	-4%	.	0%	.	.	-1%	16%	.	-0.2%[9.22 µM]	-2%
5	CCOc1ccc(OCC)c(NC(=O)C2C3C=CC(O3)C2C(=O)NCc2ccco2)c1 (stereo unspecified)	13%	-2%	i	-17%	i	i	-1%	3%	i	.	-1%
6	CCC(C)NC(=O)C(NS(=O)(=O)c1ccc2c(c1)c(=O)n(C)c(=O)n2C)c1ccccc1 (stereo unspecified)	13%	1%	.	-4%[2.3 µM]	.	.	2%	0%	.	-0.9%	.
7	Cc1ccc(C(=O)NCCNC(=O)CN2CCOCC2)cc1	18%	0%	1.7e-08M*	-1%	i	i	1%	2%	1.8e-08M*	-1.0%	2%
8	O=C(NCc1cccc(Cl)c1)c1ccco1	-9%	-2%	i	-4%	i	i	0%	0%	i	0.7%	10%
9	CC(C)COC(=O)C(N)C(C(=O)OCC(C)C)c1ccccc1 (stereo unspecified)	11%	-2%	i	4%	?	i	4%	-11%	?	4.4%	-3%
10	Cc1ccc(S(=O)(=O)c2nc(S(C)(=O)=O)sc2NCC2CCCO2)cc1 (stereo unspecified)	-11%	?	.	-1%[11 µM]	.	.	2%	-7%[9.17 µM]	.	-1.9%[0.0738 µM]	-2%
11	Cc1cc(NC(=O)CN2C(=O)C3CC=CCC3C2=O)no1 (stereo unspecified)	-8%	0%	i	-1%	i	i	-1%	-6%	i	-0.1%[57.5 µM]	-1%
12	COc1cccc(-c2nn(C)c3sc(C(=O)NCc4ccc5c(c4)OCO5)cc23)c1	-14%	2.5µM*	.	5%	.	.	-2%	0%	.	-0.2%	-1%
13	O=C(CN(CCc1ccccc1)C(=O)CNS(=O)(=O)c1ccc(F)cc1)NCC1CCCO1 (stereo unspecified)	-9%	-13%	i	-8%	i	?	2%	0%	i	1.4%	-2%
14	Cn1c(SCC(=O)NC2CCCCC2)nnc1-c1cc2cc(Cl)ccc2o1	-11%	1%	i	1%	i	?	-5%	1%	i	.	7%
15	O=C(NCCCN1CCOCC1)c1ccc(Br)s1	12%	-7%	i	?	?	i	0%	-3%	i	0.3%	0%
16	C=CCNc1nc(C2(C)CC3(CC(C)(C)OC3=O)C(=O)O2)cs1 (stereo unspecified)	.	.	i	.	i	i	0%[25.5 µM]	.	i	.	0%[20.6 µM]
17	CCOC(=O)C1CCN(CCC(=O)Nc2cccc(Cl)c2)CC1	-10%	-3%	.	-4%	.	.	-10%	-1%	.	-1.5%	-2%
18	COc1ccccc1-c1nc(C#N)c(N2CCc3ccccc3C2)o1	20µM*	?	5.8e-08M*	?	?	i	-2%	3%	4.9e-08M*	6.7%[0.369 µM]	0%
19	COc1ccc(N2C(=O)CCC(C(=O)N3CCOCC3)C2c2ccc(F)cc2)cc1 (stereo unspecified)	12%	-7%	i	-7%	i	i	1%	8%	i	-1.1%	-2%
20	O=S1(=O)C=C(Sc2nc3cc(Cl)ccc3o2)c2ccccc21	10µM*	?	i	?	?	i	-20%	6%	i	3.3%	1%
21	Fc1ccc2nc3[nH]c4ccccc4c3nc2c1	?	7.9µM*	?	2%	i	i	6.3µM*	-1%	?	3.6%[0.369 µM]	0%
22	O=C(NC1CC2CCCC(C1)N2C1CC1)NC12CC3CC(CC(C3)C1)C2 (stereo unspecified)	-3%	0%	i	1%	?	?	-32%	-2%	?	-3.7%	-3%
23	CCOC(=O)COn1c2c(c3c4no[n+]([O-])c4ccc31)CCCC2	-5%	10%	i	-12%	?	?	1%	-2%	i	1.1%[0.369 µM]	2%
24	Cc1cc(C)c2c(n1)nn1c(C3CC3)cc(C(F)(F)F)nc21	-2%	20%	1.4e-08M*	1%	i	i	1%	2%	1.3e-08M*	1.1%	2%
25	CCOC(=O)CN1C(=O)COc2ccc(C(C)(C)C)cc21	-6%	-2%	i	4%	i	i	1%	9%	i	-3.2%[57.5 µM]	4%
26	O=c1[nH]c(=O)n([C@H]2C[C@H](O)[C@H](CO)O2)cc1Br	.	17%	i	-3%	i	i	-1%	-8%	i	0.1%	0%
27	CC(C)NC(=O)N1CC2(CCN(C(=O)c3ccncc3)CC2)C1	-9%	-2%	i	1%	i	i	2%[11.4 µM]	-5%	i	0.2%	0%[9.22 µM]
28	CSc1nc(O)c(Cc2ccccc2)c(=O)[nH]1	.	.	i	.	?	i	2%[25.5 µM]	.	i	.	2%[20.6 µM]
29	CCN(CC)c1nc2n(c(=S)n1)CCS2	21%	20%	i	-2%	?	i	0%	-4%	i	0.7%[57.5 µM]	-1%
30	O=C(O)[C@H]1CN(CCCP(=O)(O)O)CCN1	-4%&23%	-17%&1%&-2%	i	?	i	?	-2%&0%&-5%	2%&-3%&5%	i	1.7%	0%&-1%&1%
31	COc1ccc(-c2csc3ncnc(NCCN4CCOCC4)c23)cc1	5%	-11%	i	0%	?	?	2%	-2%	i	-0.5%[57.5 µM]	-1%
32	CCOC(=O)c1ccccc1NC1c2ccccc2C(=O)N1c1ccc(C)cn1 (stereo unspecified)	9%	9%	.	-2%[2.3 µM]	.	.	-6%	-9%	.	-0.5%	.
33	Cc1nc2ccc(S(=O)(=O)N(C)CC(=O)NCc3ccc4c(c3)OCO4)cc2s1	-16%	?	i	2%	?	?	1%	8%	i	1.1%	-2%
34	CC(=O)OC1c2ccccc2C(=O)N1c1ccccc1C (stereo unspecified)	-2%	-5%	.	-3%[2.3 µM]	.	.	2%	-3%	.	0.7%	.
35	CCCCn1c(-c2ccccc2)nnc1-c1ccccc1	-5%	12%	4.8e-08M*	-1%	i	?	0%	-9%	4.9e-08M*	0.3%	0%
36	CCOC(=O)Cc1csc(NC(=O)CSc2ncnc3c2cnn3-c2ccccc2Cl)n1	40µM*	-19%	i	-3%	i	?	-2%	0%	i	-0.3%[57.5 µM]	3%
37	Nc1ccc(OCc2ccccc2)cc1	.	-4%	.	-8%	.	.	-17%	0%	.	-0.3%	.
38	COC(=O)CN1C(=O)C(O)(CC(=O)c2ccccc2)c2ccccc21 (stereo unspecified)	-10%	5%	.	-3%	.	.	0%	4%	.	0.4%	-2%
39	CCOC(=O)c1c(C)[nH]c(C(=O)COC(=O)CCC(=O)c2ccc3c(c2)OCCO3)c1C	9%	21%	i	-2%	?	?	-2%	2%	i	-0.2%[57.5 µM]	3%
40	CCN(CC)CCOc1c(Br)ccc2c1sc1nc3n(c(=O)c12)CCC3	?	?	.	-11%	.	.	-10%	?	.	-1.0%	0%
41	CC1=C(C(=O)Nc2cccnc2)C(c2ccc(C(C)C)cc2)n2ncnc2N1 (stereo unspecified)	-2%	-4%	.	-2%	.	.	2%	0%	.	0.1%	-1%
42	N#CC1=C(N)C(C#N)(C#N)[C@H](c2c(F)cccc2F)[C@H]2CC3(CC=C12)OCCO3	-3%	?	1.4e-08M*	-7%	?	i	-2%	-3%	1.8e-08M*	16%[57.5 µM]	2%
43	CC1=C(C(=O)OCC2CCCO2)C(c2ccc(O)cc2)NC(=O)N1 (stereo unspecified)	?	?	i	-3%	i	i	1%	2%	i	-1.2%	-1%
44	COc1ccc(Oc2ncc3nc(-c4cccs4)c(=O)n(C)c3n2)cc1	18%	2.5µM*	i	17%	i	i	0%[11.4 µM]	9%	i	1.5%	4%[9.22 µM]

Fetched by compound from the list above, two records:
entry	Molecule	ERK AVP inh	CRE Fsk mod	4-MU autofl	Hsp90 Hop PPI	Fluorescein autfl	TexasRed autofl	Luciferase inh	UbGFP stabilizer	A350 autofl	HBB splicing	Epigenetic mod
9	CC(C)COC(=O)C(N)C(C(=O)OCC(C)C)c1ccccc1 (stereo unspecified)	11%	-2%	i	4%	?	i	4%	-11%	?	4.4%	-3%
17	CCOC(=O)C1CCN(CCC(=O)Nc2cccc(Cl)c2)CC1	-10%	-3%	.	-4%	.	.	-10%	-1%	.	-1.5%	-2%

These rows are one share of the data (hit frequency here may not be typical).
